# Rab9 prom act: qHTS Assay for Rab9 Promoter Activators. Huh7 Rab9 promoter-luciferase reporter, luminescence, 24 h. Potency, µM (titrated, usually from 9.22 µM), for the others: at the highest dose activation, negative = inhibition, most hits filed as activators. 320,000 compounds, 2.8% hits; also: potency is read from the fitted curve at half-maximal effect; % of control where 0% means no effect; nearly all actives have a fitted effect of over 60% in size
#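 Huh7 reporter line, Rab9 promoter upstream of luciferase. Compound exposure 24 h at 37 °C in reduced-serum medium with 10% FBS. Read-out: luminescence.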
# BRCA1 expr up: qHTS Assay to Identify Small Molecule Activators of BRCA1 Expression; MCF7-BRCA1-FFLuc reporter, luminescence, 48 h; response scale: scaled: vehicle 0%, 10 µM genistein 100%; Potency, µM (highest dose often 46.1 µM), for the others: at the top dose activation, most hits filed as activators; 380,000 compounds, 1.1% hits; also: potency is read from the fitted curve at half-maximal effect; nearly all actives have a fitted effect of over 80% in size; some results filed as inactive show a strong effect at the top dose
#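 First, MCF7-BRCA1-FFLuc cells (2000/well) attach for 2 h; next, compounds are pin-added and incubated 48 h at 37 °C; finally, luciferase reagent is added and luminescence read after 15 min.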
# RORgamma inh: qHTS for inhibitors of ROR gamma transcriptional activity; Nuclear receptor ROR-gamma (Mus musculus), P51450; Drosophila S2 Gal4-RORgamma UAS-luciferase reporter, 20 h; Potency, µM (series often up to 53.6 µM), for inactives: top-dose activity change, negative = inhibition, actives largely listed as inhibitors; 310,000 compounds, 5.4% hits; also: potency is read from the fitted curve at half-maximal effect; % is scaled to controls: 0 for no effect and ±100 for the full control effect; nearly all actives have a fitted effect of over 60% in size
#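 In this cell-based reporter format, copper sulfate (700 uM final) drives Gal4–ROR gamma fusion expression from a metallothionein promoter in Drosophila Schneider cells; compounds preincubated 1 hr, reporter read after 20 hr at ambient temperature.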
# ELG1 genotox: qHTS screen for small molecules that induce genotoxicity in human embryonic kidney (HEK293T) cells expressing luciferase-tagged ELG1 | Potency, µM (series often up to 46 µM), without a hit: at the highest dose activity change, positive = activation, most hits filed as activators | 330,000 compounds, 1.3% hits | AID 504466, 2011 | HEK293T ELG1-luciferase reporter, luminescence, 16 h; also: potency is read from the fitted curve at half-maximal effect; % of control where 0% means no effect; nearly all actives have a fitted effect of over 60% in size
#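 Step 1: seed 2,000 HEK293T ELG1-luciferase cells per well. Step 2: add compound or DMSO, incubate 16 hr at 37 °C. Step 3: ONE-Glo, 30 min at room temperature, read luminescence.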
# TRPV1 ag: HTS Assay for Compounds that Act as Agonists of the Vanilloid Receptor 1; Transient receptor potential cation channel subfamily V member 1 (Homo sapiens), Q8NER1; TRPV1-expressing cells, Fluo-8 calcium influx, agonist mode; activation, % at 8.33 µM; 320,000 compounds, 0.19% hits; in the data active = activation above about 80%; inconclusive = between about 30% and that limit; also: 0% is about no effect
# Target sequence (Q8NER1 whole entry, looked up): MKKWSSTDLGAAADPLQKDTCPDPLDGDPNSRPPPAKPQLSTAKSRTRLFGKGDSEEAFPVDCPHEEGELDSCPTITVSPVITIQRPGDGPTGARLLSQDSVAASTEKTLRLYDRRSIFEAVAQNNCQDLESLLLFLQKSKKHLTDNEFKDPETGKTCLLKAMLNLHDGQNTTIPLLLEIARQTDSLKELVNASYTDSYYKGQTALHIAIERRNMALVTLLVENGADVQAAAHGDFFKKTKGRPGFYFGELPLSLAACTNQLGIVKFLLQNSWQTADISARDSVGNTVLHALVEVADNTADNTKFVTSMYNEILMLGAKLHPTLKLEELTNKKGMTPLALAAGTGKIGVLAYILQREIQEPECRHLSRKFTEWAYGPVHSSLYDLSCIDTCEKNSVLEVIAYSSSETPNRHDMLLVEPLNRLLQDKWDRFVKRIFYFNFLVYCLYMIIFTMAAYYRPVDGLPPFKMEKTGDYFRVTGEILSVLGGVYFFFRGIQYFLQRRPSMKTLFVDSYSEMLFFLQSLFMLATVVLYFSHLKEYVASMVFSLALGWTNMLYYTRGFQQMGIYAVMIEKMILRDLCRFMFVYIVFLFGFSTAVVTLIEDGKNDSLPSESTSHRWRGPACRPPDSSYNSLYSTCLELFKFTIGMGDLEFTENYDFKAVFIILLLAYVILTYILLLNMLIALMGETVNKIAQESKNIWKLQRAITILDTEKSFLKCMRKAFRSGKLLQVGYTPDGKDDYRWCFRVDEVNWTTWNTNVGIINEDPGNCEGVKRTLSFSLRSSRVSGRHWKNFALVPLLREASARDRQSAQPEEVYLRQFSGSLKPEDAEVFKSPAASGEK
#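 TRPV1-expressing cells were cultured overnight at 35.5C and loaded with Fluo-8 calcium dye for 40 to 90 min at room temperature. After a 10 s baseline, compound was added and calcium influx was read kinetically for 3 min (ex 480/em 520 nm).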
# NPC1 prom act: qHTS Assay for NPC1 Promoter Activators; Huh7 NPC1 promoter luciferase reporter, 24 h; Potency, µM (series often up to 9.22 µM), for the others: at the highest dose activation, most hits filed as activators; 320,000 compounds, 2.4% hits;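 also: potency is read from the fitted curve at half-maximal effect; % of control where 0% means no effect; nearly all actives have a fitted effect of over 60% in size; reporter is driven by a mutant NPC1 promoter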
#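 Huh7 cells stably carrying NPC1 promoter–luciferase, plated in Opti-MEM with 10% FBS for 2 h, were exposed to compound in DMSO for 24 h at 37 °C; luciferase reagent was added for 10 min and luminescence read.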
# ELG1 repair inh: qHTS screen for small molecules that inhibit ELG1-dependent DNA repair in human embryonic kidney (HEK293T) cells expressing luciferase-tagged ELG1. HEK293T ELG1-luciferase reporter, luminescence, 16 h; DNA damage induced by 5-fluorouridine. Potency, µM (titrated, usually from 46.1 µM), for the others: at the top dose activity change, negative = inhibition, hits mostly inhibitors. 330,000 compounds, 2.3% hits. AID 504467, 2011; also: potency is read from the fitted curve at half-maximal effect; % is scaled to controls: 0 for no effect and ±100 for the full control effect; nearly all actives have a fitted effect of over 55% in size
#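 DMSO vehicle served as the neutral condition. Each well held 2,000 cells given 5-fluorouridine plus compound; after 16 hr at 37 °C/5% CO2, ONE-Glo was added and luciferase measured 30 min later.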
# Tb PFK block: qHTS Assay to Find Inhibitors of T. brucei phosphofructokinase | 330,000 compounds, 0.17% hits | AID 485367, 2010 | Potency, µM (titrated, usually from 57.5 µM), for the others: top-dose activity, negative = inhibition, hits mostly inhibitors | T. brucei PFK, ADP-Glo luminescence | ATP-dependent 6-phosphofructokinase (Trypanosoma brucei brucei), O15648;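 also: potency is read from the fitted curve at half-maximal effect; 0% = uninhibited 1x PFK enzyme wells and -100% = no-enzyme wells; nearly all actives have a fitted effect of over 60% in size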
#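 PFK 1.25 nM, F6P 0.5 mM, ATP 0.1 mM, 0.1 M TEA pH 8.0, 5 mM MgCl2, 0.01% Tween20, 0.1% BSA; 45 min RT. ADP-Glo readout. qHTS titration up to 57 uM; curves fitted, compounds curve-classed.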
# FLuc counter: qHTS profiling assay for firefly luciferase inhibitor/activator using purifed enzyme and Km concentrations of substrates (counterscreen for miR-21 project); Luciferin 4-monooxygenase (Photinus pyralis), P08659; purified FLuc, Km substrates, luminescence inhibition; Potency, µM (series often up to 57.5 µM), for inactives: at the top dose activity change, negative = inhibition, usual class: inhibitors; 360,000 compounds, 6.9% hits;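 also: potency is read from the fitted curve at half-maximal effect; plate controls were vehicle for no effect and reference inhibitor for full effect; nearly all actives have a fitted effect of over 55% in size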
#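 Purified P. pyralis luciferase (10nM final) with 10uM D-luciferin and 10uM ATP (Km levels) in 50mM Tris acetate pH 7.5, 10mM Mg acetate, 0.01% Tween-20, 0.05% BSA; qHTS 6-point titration, ~60 µM downward; luminescence read.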
# VP16 counter: VP16 counterscreen qHTS for inhibitors of ROR gamma transcriptional activity; Drosophila S2 Gal4-VP16 UAS-luciferase, luminescence, 20 h; Potency, µM (top dose mostly 53.6 µM), for inactives: at the highest dose activity, negative = inhibition, hits mostly inhibitors; 310,000 compounds, 3.5% hits;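 also: Gal4-VP16 expression switched on by copper sulfate through the metallothionein promoter; potency is read from the fitted curve at half-maximal effect; % is scaled to controls: 0 for no effect and ±100 for the full control effect; nearly all actives have a fitted effect of over 50% in size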
# p53 reactivator: qHTS assay for re-activators of p53 using a Luc reporter; H1299 p53-A138V BP100-luciferase reporter, luminescence, 24 h; Potency, µM (doses to about 92.2 µM), for inactives: at the top dose activity change, positive = activation, most hits filed as activators; 320,000 compounds, 0.063% hits; also: potency is read from the fitted curve at half-maximal effect; % of control where 0% means no effect; nearly all actives have a fitted effect of over 45% in size
#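 H1299 (p53-null), stable ts p53-A138V + BP100-Luc; 1000 cells/well, Opti-MEM/10% FBS; cpd 4 pt, 1:5; 24 h, 37 deg C, 5% CO2; detection reagent 10 min RT; luminescence.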
# * hit, by the source's call; ? = inconclusive; / = not tested or not shown; & = joins results of further samples; [ ] = another dose, or the depositor's remark. Unless noted, calls follow the shape of the dose curve; as a rule, active = well fitted curve in the direction sought with a large enough effect; inconclusive = small, poorly fitted or top-dose-only effect, or another doubt; inactive = no such curve, though single readings can be large; an effect the other way counts as inactive or inconclusive.
Molecule,VP16 counter,BRCA1 expr up,p53 reactivator,TRPV1 ag,Tb PFK block,RORgamma inh,NPC1 prom act,Rab9 prom act,ELG1 genotox,ELG1 repair inh,FLuc counter
Cn1c(C(=O)NCCc2c[nH]c3ccccc23)cc2sccc21,10%,?,?,0,0%,19%,?,?,15µM*,?,12µM*
CCOc1ccc(NC(=O)CN(C)C(=O)CC(NC(=O)c2ccccc2)c2ccccc2)cc1OCC (stereo not given),/,0%,-4%,-3,-3%,/,2%,-7%,10%,5%,3%
Cc1nn(CC(=O)NCCCN2CCCC2=O)c(C)c1[N+](=O)[O-],/,16%,5%,/,-2%,/,/,/,1%,4%,/
COC(=O)c1c(C(C)=O)c(C)n(C)c1C,-2%,5%,-4%,-1,0%,-1%,-1%,1%,3%,2%,-1%
CCCCNS(=O)(=O)c1ccc(NC(=O)Cc2ccccc2[N+](=O)[O-])cc1,-9%,-5%,-1%,7,0%,32%,-5%,2%,1%,-13%,2%
Cc1ccc(NC(=O)CN(C)C(C)C(=O)N2CC(C)CC(C)C2)cc1 (stereo not given),/,-14%,1%,20,-11%,/,2%,7%,-1%,-8%,4%
O=C1CN(C(=O)COC(=O)c2cccnc2Cl)c2ccccc2N1,-12%,2%,-2%,0,-1%,13%,-14%,15%,1%,2%,-2%
CCOC(=O)c1c(NC(=O)Cn2nc(C(F)(F)F)cc2C)sc(C)c1C,-11%,-2%,2%,-1,9%,38%,-6%,-6%,26%,?,-1%
Cc1ccc(CNC(=O)CCc2ccc(S(=O)(=O)NCC(C)C)cc2)cc1,-9%,0%,-3%,0,-1%,21%,-5%,-6%,-2%,-7%,3%
CCN(CC)S(=O)(=O)c1ccc(-c2nnc(SCC(=O)Nc3nnc(C)s3)n2CC)cc1,-4%,10%,-2%,4,2%,-21%,1%,-1%,0%,-4%,-1%
COc1ccc(C2=CC(c3ccc(Cl)cc3)n3cnnc3N2)cc1OC (stereo not given),?,-32%,-29%,-3,1%,?,0%,14%,-3%,?,-5%
C/C(=N\NC(=O)c1ccc(CN(C)S(=O)(=O)c2ccc(C)cc2)cc1)c1ccc(OC(F)F)cc1,?,-36%,-2%,4,-1%,?,-6%,-12%,7%,?,4%
CCCCn1nc(C(=O)Nc2ccc3c(c2)OCO3)c2ccccc2c1=O,/,-19%,-2%,/,-1%,/,/,/,-3%,?,/
CC(=O)Nc1ccc(OC(=O)c2cccnc2)cc1,/,2%,-11%,-2,-14%,-14%[0.365 µM],0%,2%,-5%,-2%,-1%
COc1ccc(NC(=O)c2ccc(S(=O)(=O)C(F)F)cc2)c(OC)c1,-4%,-2%,-4%,?,-1%,0%,2%,15%,3%,13%,-4%
CC(C)OCCCN(C)C1CCN(S(=O)(=O)c2ccc(-c3cc(C(F)(F)F)no3)s2)CC1,-7%,-26%,-6%,7,-3%,8%,-1%,-4%,-2%[9.26 µM],-15%,2%
CCOC(=O)C1(Cc2cccc(OC)c2)CCN(Cc2csc(C(C)=O)c2)CC1,0%,-16%,-1%,12,3%,?,-2%,-1%,-10%,-21%,3%
CC(Cc1ccccc1)C(=O)N(C)Cc1ccccc1 (stereo not given),-5%&5%,13%,-5%,3,2%,-6%&-9%,-4%,-3%,0%,-8%,?
CCn1ncc(Br)c1C(=O)Nc1ccc(F)c([N+](=O)[O-])c1,18%,-5%,-12%,12,-4%,-17%,-8%,-10%,6%,-24%,-1%
CCCCCCN1C(=O)CC(NC(=O)OCC2c3ccccc3-c3ccccc32)C/C=C\C1C(C)C (stereo not given),/,-17%,13%,/,-1%,/,/,/,-7%,-17%,/
CCCCOc1ccc(S(=O)(=O)Nc2ccc(NC(C)=O)cc2)cc1,?,-61%,2%,1,0%,?,-10%,-2%,0%,-23%,4%
O=C(Nc1ccc(Br)cn1)c1ccc([N+](=O)[O-])o1,-4%,-105%[inhibitor],-13%,17,-2%,?,-17%,1%,1%,-29%,?
Cc1ccc(S(=O)(=O)N(CCO)Cc2cc3ccc(C)c(C)c3[nH]c2=O)cc1,-1%,-42%,-16%,-1,3%,?,-1%,3%,-10%,?,-3%
CCNC(=S)NNc1nncc2ccccc12,3.2µM*,-33%,6%,?,3%,0.5µM*,-2%,-1%,15%,14%,-14%
COc1ccc(NS(=O)(=O)c2cc(NC(=O)COc3ccccc3F)ccc2OC)cc1,/,-33%,3%,0,-1%,/,-1%,2%,-6%,-20%,-14%
COC(=O)C(C)Oc1cc(OC(C)C(=O)OC)c2c(C)c(Cl)c(=O)oc2c1 (stereo not given),1%,-38%,3%,11,1%,-27%,0%,-4%,2%,-13%,8%
CCCNC(=O)c1cccc(NC(=O)C(C)C)c1,0%[10 µM],-6%,-1%,0,2%,1%,-3%,-4%,-4%,2%,4%
C/C(CC(=O)Nc1ccc([N+](=O)[O-])cc1)=N/NC(=O)C1C2CCCCC21 (stereo not given),8%,-5%,0%,0,0%,-14%,0%,2%,-1%,-4%,-3%
CCOC(=O)c1c(NCc2ccc3c(c2)OCO3)c2ccccc2[nH]c1=O,-3%,6%,10%,-3,0%,-22%,14%,-1%,5%,-1%,-17%
CC(=O)OCCNc1cc(SCc2ccco2)c2nonc2c1[N+](=O)[O-],?,-82%[inhibitor],-24%,2,?,11µM*,-5%,-2%,3%,1%,-7%

# The final three entries of the section before open the next one.
Molecule,VP16 counter,BRCA1 expr up,p53 reactivator,TRPV1 ag,Tb PFK block,RORgamma inh,NPC1 prom act,Rab9 prom act,ELG1 genotox,ELG1 repair inh,FLuc counter
C/C(CC(=O)Nc1ccc([N+](=O)[O-])cc1)=N/NC(=O)C1C2CCCCC21 (stereo not given),8%,-5%,0%,0,0%,-14%,0%,2%,-1%,-4%,-3%
CCOC(=O)c1c(NCc2ccc3c(c2)OCO3)c2ccccc2[nH]c1=O,-3%,6%,10%,-3,0%,-22%,14%,-1%,5%,-1%,-17%
CC(=O)OCCNc1cc(SCc2ccco2)c2nonc2c1[N+](=O)[O-],?,-82%[inhibitor],-24%,2,?,11µM*,-5%,-2%,3%,1%,-7%
COc1cc(C)c(NC(=S)NCCCN2CCOCC2)cc1OC,10%,0%,8%,-2,0%,-4%,-1%,-8%,1%,9%,-2%
COc1cc(OC)cc(-c2cc3nc(C)c(CCC(=O)O)c(=O)n3[nH]2)c1,1%,-8%,2%,1,1%,3%,0%,11%,-3%,14%,-2%
COc1cccc(NC(=O)c2cc(Cl)nnc2Cl)c1,-7%,-65%,6%,4,1%,-11%,-3%,2%,-17%,-10%,-1%
CC(=O)c1ccc(OCC(=O)c2cc(C)n(-c3ccc4c(c3)OCO4)c2C)cc1,10µM*,-30%,-4%,?,4%,?,-10%,-24%,14%,?,?
Cc1c(C)c2ccc(OCC(=O)c3ccccc3)cc2oc1=O,7%,6.3µM*,11%,6,-4%,-1%,2.2µM*,3.5µM*,?,?,?
Cn1c(COc2ccccc2)nnc1SCC(=O)Nc1ccc2c(c1)OCO2,2%,-19%,?,8,1%,-6%,-3%,-2%,6%,-5%,-1%
COc1ccc(C(CNC(=O)c2cc(C)on2)N(C)C)cc1 (stereo not given),-13%,-8%,-2%,-1,2%,6%,0%,4%,1%,-2%,0%
